MRP resist rev = reverses drug resistance mediated by MRP; H69AR cells + 2 uM doxorubicin, CellTiter-Glo, 72 h; 85,000 tested, 0.04% active; differential viability (reversal), % at 10 µM;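 active = viability drop by adding the cancer drug above about 55%, with treated viability meeting a 40% cutoff, limit read from the data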;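 note: viability without doxorubicin minus viability with 2 µM doxorubicin for each compound; larger differential means the compound sensitizes cells more to doxorubicin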
NFkB transloc pot = enhances IL-1B driven NFkB nuclear translocation; activation, % at 2 µM; HUVEC IL-1B NFkB p65 nuclear translocation imaging; 94,000 tested, 0.3% active;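 active = activation above 40%, about the mean plus 3 SD, also judged a hit on visual image review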;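 note: percent activation is computed from the nuclear over cytoplasmic p65 intensity ratio; values of inactives mirror those of a sister screen read the other way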
PLAP inhibition = inhibition of human placental alkaline phosphatase – biochemical, luminescence, HTS (AID 690); inhibition, % at 20 µM, or IC50 in µM where a hit was titrated; 96,000 tested, 0.08% active; purified PLAP, luminescent substrate; higher % means a stronger effect; in the data active = a potency from the dose series; inactive = the rest, 99 in 100 with inhibition below about 30%; note: strong numbers were not always called active
Bcl-B TR3 displacers = displacers of TR3 peptide from Bcl-B, primary screen, selectivity assay for Bfl-1 inhibitor project, biochemical, fluorescence polarization. one-dose displacement, % at 20 µM; IC50 in µM for titrated hits. FP displacement of FITC-TR3 peptide from Bcl-B; higher % means a stronger effect. 96,000 tested, 0.11% active;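 active = displacement above 50% at 20 µM plus a fluorescence interference ratio under 1.5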;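 note: plate controls were wells without compound for no effect and wells lacking Bcl-B protein for full effect; a part of the inactive calls stands beside numbers as strong as those of hits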
IL1B NFkB inh = blocks IL-1B driven NFkB nuclear translocation in HUVEC cells. HUVEC IL-1B NFkB p65 nuclear translocation imaging. inhibition, % at 2 µM. 94,000 tested, 0.43% active. AID 796;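 active = inhibition above about 30% together with a positive call from visual inspection of the well image, limit read from the data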;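 note: nuclear over cytoplasmic p65 intensity ratio measured by imaging; 0% = IL-1B stimulated DMSO wells and 100% = unstimulated DMSO wells; values of inactives mirror those of a sister screen read the other way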
MRP resist rev cytotoxicity = further read-out of MRP resist rev, marked with its call; viability, %; H69AR cells, CellTiter-Glo, 72 h; measured here: cytotoxicity without doxorubicin
MRP resist rev with doxorubicin = second read-out of MRP resist rev, no call of its own (marks repeat the call); viability, %; measured here: viability with 2 uM doxorubicin; active compounds read low
IL1B NFkB inh cell count 2 µM = recorded beside IL1B NFkB inh, whose call it bears; cell count; measured here: cells passing quality filter;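 raw number of nuclei counted in each imaged well without normalization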
NFkB transloc pot cell count 2 µM = further read-out of NFkB transloc pot, marked with its call; cell count; measured here: cells passing quality filter
An asterisk follows results filed as active; x = no result given. This is a subset, so the mix of outcomes need not match the whole.

The line under a structure holds: MRP resist rev, IL1B NFkB inh, MRP resist rev cytotoxicity, Bcl-B TR3 displacers, NFkB transloc pot cell count 2 µM, NFkB transloc pot, PLAP inhibition, MRP resist rev with doxorubicin, IL1B NFkB inh cell count 2 µM
CC1CCC(C(=O)NC(C(=O)NCc2cccnc2)C(C)C)CC1 (configuration not stated)
    x, -4.0, x, -2.2%, 164, 4.0, -9.7%, x, 164
O=C(CN1CCSCC1)c1c[nH]c2ccccc12
    -13.5, 6.1, 101.8, -89.4%, 186, -6.0, 12.1%, 115.3, 186
CC1CCCC(C)N1CCNC(=O)Nc1ccc(Cl)cc1 (configuration not stated)
    -11.0, -8.3, 92.3, -12.8%, 167, 8.3, -8.2%, 103.4, 167
O=C1/C(=C/c2cccnc2)Sc2ccccc21
    x, -9.1, x, -2.9%, 111, 9.1, -6.0%, x, 111
CC(C)(C)Cc1nc(-c2ccccn2)no1
    3.5, -6.3, 103.2, 8.1%, 150, 6.3, 19.0%, 99.7, 150
CCCNC(=S)NC1CC2CCC(C1)N2Cc1ccccc1 (configuration not stated)
    x, -3.9, x, -7.0%, 157, 3.9, 16.0%, x, 157
CC1CCCC(NC(=O)CSc2ncccc2C(=O)O)C1C (configuration not stated)
    -3.3, -17.7, 89.3, -1.9%, 133, 17.7, 6.5%, 92.6, 133
Cc1nnc(SCC(=O)Nc2ccc(S(=O)(=O)N3CCCC3)cc2)n1N
    2.3, -7.8, 102.0, -4.9%, 112, 7.8, -86.0%, 99.7, 112
CC(C(=O)NCc1ccc2c(c1)OCO2)N(c1ccccc1)S(C)(=O)=O (configuration not stated)
    -7.5, 6.3, 77.5, 2.4%, 88, -6.3, -3.3%, 84.9, 88
Cc1ccc(NC(=O)Nc2ncccc2C)cc1
    -11.3, -6.0, 75.6, 5.0%, 145, 6.0, -4.6%, 86.9, 145
COc1ccc(Cl)cc1NC(=O)C1CCCN(S(=O)(=O)c2cccc3nonc23)C1 (configuration not stated)
    -7.0, 0.1, 48.2, x, 109, -0.1, x, 55.2, 109
CCCCc1nc2ccccc2c(NC(=O)CN(CC)CC)c1CCC
    -13.2, -9.0, 56.2, -4.8%, 181, 9.0, -28.6%, 69.4, 181
O=C(OCN1C(=O)c2ccccc2C1=O)/C(=C\c1ccco1)NC(=O)c1ccccc1
    x, 2.5, x, 1.5%, 93, -2.5, -5.4%, x, 93
O=C(Cc1ccc2c(c1)CCCC2)Nc1ccccc1Br
    x, -9.1, x, -7.0%, 110, 9.1, 5.7%, x, 110
Cc1cc(C)nc(-n2c(Nc3ccccc3)cc(=O)c3c(C)n(-c4ccccc4)c(=O)nc32)n1
    11.4, 3.0, 85.8, x, 150, -3.0, x, 74.4, 150
Cn1c(=O)n(C)c2cc(S(=O)(=O)N3CCCc4ccccc43)ccc21
    -54.9, -3.5, 21.1, 7.3%, 120, 3.5, -43.2%, 76.0, 120
COc1ccc(NC(=O)C(C)NS(=O)(=O)c2ccc(NC(C)=O)cc2)cc1Cl (configuration not stated)
    -1.0, 2.2, 100.9, x, 142, -2.2, x, 101.9, 142
COCc1cc(C)nc2sc(C(=O)N3CCCC3)c(N)c12
    -11.8, 4.1, 85.5, -2.8%, 101, -4.1, 23.0%, 97.4, 101
CCC1=NC(c2ccccc2OC)N(O)C1(C)C (configuration not stated)
    11.3, -17.1, 106.0, 1.3%, 151, 17.1, -2.0%, 94.7, 151
S=C1NC(c2ccccc2)=NCN1c1ccc(Cl)cc1
    18.5, x, 93.3, -6.3%, x, x, 14.3%, 74.9, x
COc1cc(NS(=O)(=O)c2ccc(NC(C)=O)cc2)cc(OC)c1
    4.0, 11.3, 90.3, -5.9%, 85, -11.2, -35.2%, 86.3, 85
O=C(CN1C(=O)NC2(CCCCCCC2)C1=O)N1CCc2ccccc2C1
    4.7, -9.7, 95.4, -3.7%, 157, 9.7, 0.5%, 90.7, 157
CCn1c(=O)n(CC(=O)NCc2ccccc2OC)c(=O)c2ccccc21
    -9.6, -6.8, 85.2, -8.3%, 143, 6.8, 15.9%, 94.8, 143
COc1ccc2c(c1)C(=NO)c1cc(OC)ccc1-2
    -0.2, x, 52.0, -3.9%, x, x, -25.9%, 52.1, x
COc1cccc(CC2CC(=O)N(CCc3ccc4c(c3)OCO4)C2=O)c1 (configuration not stated)
    4.7, -10.6, 105.0, 4.7%, 172, 10.6, 7.7%, 100.3, 172
C/C(=N/Oc1nc(C)cc(C)n1)c1ccccc1
    1.4, -1.8, 102.9, 47.2%, 180, 1.8, 5.5%, 101.5, 180
Cc1cc(C(=O)CSc2nnc(-c3cccc(F)c3)n2N)c(C)n1Cc1ccc2c(c1)OCO2
    x, 6.4, x, 0.0%, 121, -6.4, -22.5%, x, 121
COc1ccc(NC(=O)CSc2nc3c(c(=O)n2-c2ccc(F)cc2)SCC3)c(OC)c1
    -15.8, -6.8, 64.8, -3.5%, 106, 6.8, -18.4%, 80.6, 106
Cc1nc(NCCO)c2nnn(Cc3ccccc3F)c2n1
    7.7, 8.1, 104.1, -5.5%, 187, -8.1, 21.7%, 96.4, 187
CSc1ccccc1C(=O)NCc1ccc2c(c1)OCO2
    -10.1, -20.4, 92.3, -10.6%, 129, 20.4, 15.3%, 102.5, 129
O=C(Nc1ccc(C(F)(F)F)cc1)C1CCCN1S(=O)(=O)c1cccc2cccnc12 (configuration not stated)
    7.2, -8.9, 88.6, 7.4%, 97, 8.9, 0.9%, 81.4, 97
Cc1ccc(C(=O)Nc2ccccc2SCC2CSc3nc4ccccc4c(=O)n32)cc1 (configuration not stated)
    x, -8.9, x, -3.6%, 213, 8.9, -10.7%, x, 213
COc1cccc(-c2nnn(CC(=O)O)n2)c1
    -2.5, -6.2, 96.2, -7.2%, 171, 6.2, 11.8%, 98.7, 171
O=C(Nc1ccc(C(=O)N2CCCC2)cc1)c1ccc2c(c1)OCO2
    -14.0, -9.3, 59.5, -2.0%, 151, 9.3, 21.4%, 73.4, 151
CCn1c(COc2ccccc2)nnc1SCC(=O)Nc1ccc2c(c1)OCCO2
    9.7, 20.3, 98.1, -5.3%, 137, -20.3, 5.6%, 88.4, 137
CCCCCC1CC(=O)N(Cc2ccc(Cl)cc2)C(=O)N1 (configuration not stated)
    3.1, 2.0, 97.2, -2.7%, 185, -2.0, 6.1%, 94.1, 185
CS(=O)(=O)N1CCN(c2ccc(NC(=O)Cc3ccccc3)cc2)CC1
    x, 4.5, x, 0.2%, 158, -4.5, 12.0%, x, 158
O=C(N/N=C/c1c[nH]c2ccccc12)c1ccn(Cc2ccc(Cl)cc2)n1
    x, 3.9, x, -8.0%, 182, -3.9, -25.9%, x, 182
COc1ccccc1NC(=O)N1CCC(c2nc3cc(C)c(C)cc3[nH]2)CC1
    -16.7, 1.3, 26.7, x, 84, -1.3, x, 43.4, 84
CC(C)(C)c1cc(C(C)(C)C)cc(S(=O)(=O)CCc2ccccn2)c1
    5.5, -2.0, 87.1, 1.1%, 120, 1.9, -82.8%, 81.6, 120
COc1ccc(CCN(C(=O)C(F)(F)F)C(C(=O)NC2CCCC2)c2cccs2)cc1OC (configuration not stated)
    x, -2.0, x, -1.4%, 102, 2.0, -30.8%, x, 102
Cn1c(SCC(=O)C(C)(C)C)nnc1-c1cccnc1
    6.7, -3.4, 94.9, 7.0%, 120, 3.4, -3.2%, 88.2, 120
CCCCOC(=O)Nc1cccc(Cl)c1C
    1.9, -1.2, 99.8, 1.6%, 161, 1.2, 9.6%, 97.9, 161
COc1cc(CCN2C(=O)c3cccc4cccc(c34)C2=O)c(S(=O)(=O)NCCCO)cc1OC
    x, 0.0, x, 8.5%, 116, 0.0, -11.0%, x, 116
Cn1c(=O)[nH]c(=O)c2c1nc(N(CCO)Cc1ccccc1)n2CCCc1ccccc1
    8.5, -1.8, 57.3, 1.4%, 188, 1.8, -48.0%, 48.7, 188
Cn1c(=O)c2c(nc(Br)n2CCSc2nc3ccccc3o2)n(C)c1=O
    7.8, -2.7, 92.8, 14.2%, 128, 2.7, x, 85.0, 128
CN(C(=O)COC(=O)CNS(=O)(=O)/C=C/c1ccccc1)C1CCS(=O)(=O)C1 (configuration not stated)
    1.4, 9.6, 94.2, 14.6%, 209, -9.6, 2.4%, 92.8, 209
COc1ccccc1NC(=O)N1CCCC1C(=O)NC1CCCCC1 (configuration not stated)
    -6.0, -2.3, 90.7, -2.3%, 150, 2.3, 2.3%, 96.7, 150
O=C(COC(=O)C12CC3CC(CC(C3)C1)C2)N1CCN(S(=O)(=O)c2ccccc2)CC1
    -4.1, -2.9, 75.3, 2.9%, 185, 2.9, 11.4%, 79.4, 185
CC(C)N1C(=O)C2ON(c3ccccc3)C(c3cccs3)C2C1=O (configuration not stated)
    14.1, -2.4, 89.1, -5.3%, 111, 2.4, -0.4%, 75.0, 111
Cc1nc2ccccc2n1S(=O)(=O)N(C)C
    13.5, -14.1, 91.7, -8.9%, 155, 14.1, 1.4%, 78.3, 155
CCOC(=O)c1ccc(N/C=C/C(=O)c2ccco2)cc1
    -9.4, x, 17.0, -0.3%, x, x, 10.9%, 26.3, x
COc1cc2c(cc1OC)C(c1ccc(C)o1)CC(=O)N2 (configuration not stated)
    11.1, x, 85.8, -4.2%, x, x, 2.8%, 74.7, x
CN1CCN(/C=N/C2=C(C#N)C(c3ccccc3)C3=C(CC(C)(C)CC3=O)O2)CC1 (configuration not stated)
    -18.5, 2.9, 38.7, -3.1%, 164, -2.9, -42.3%, 57.2, 164
Cc1ccc2c(C)c(C(=O)Nc3nnc(C)s3)oc2c1
    7.8, x, 110.9, -18.1%, x, x, -1.7%, 103.2, x
C1=C(c2ccccc2)CCN(c2ncnc3nc[nH]c23)C1
    12.0, x, 79.8, -4.8%, x, x, -95.9%, 67.8, x
CCN(C(=O)COC(=O)c1ccc(OCc2c(C)noc2C)cc1)c1ccccc1
    27.7, -9.9, 104.1, 4.3%, 203, 9.9, -67.7%, 76.4, 203
CN1Cc2cc(C(=O)c3cc(Cl)cc(CSc4ncccn4)c3O)cnc2NC1=O
    -26.4, 17.0, 24.9, -52.0%, 145, -17.0, -4.3%, 51.3, 145

Reprinted from the listing (4 entries):
The line under a structure holds: MRP resist rev, IL1B NFkB inh, MRP resist rev cytotoxicity, Bcl-B TR3 displacers, NFkB transloc pot cell count 2 µM, NFkB transloc pot, PLAP inhibition, MRP resist rev with doxorubicin, IL1B NFkB inh cell count 2 µM
Cc1ccc2c(C)c(C(=O)Nc3nnc(C)s3)oc2c1
    7.8, x, 110.9, -18.1%, x, x, -1.7%, 103.2, x
C1=C(c2ccccc2)CCN(c2ncnc3nc[nH]c23)C1
    12.0, x, 79.8, -4.8%, x, x, -95.9%, 67.8, x
CCN(C(=O)COC(=O)c1ccc(OCc2c(C)noc2C)cc1)c1ccccc1
    27.7, -9.9, 104.1, 4.3%, 203, 9.9, -67.7%, 76.4, 203
CN1Cc2cc(C(=O)c3cc(Cl)cc(CSc4ncccn4)c3O)cnc2NC1=O
    -26.4, 17.0, 24.9, -52.0%, 145, -17.0, -4.3%, 51.3, 145

From PubChem BioAssay
